CDK5 inh: inhibitors of human CDK5/p35 kinase; Recombinant CDK5/p35, ADP-Glo luminescence, 60 min; hit rate 0.01% among 330,000; AID 488839; inhibition, % at 10 µM; Q00535+Q15078;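 active means highest replicate inhibition of at least 50% and at least 75% of replicates reaching 50%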;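 further: plate controls were DMSO neutral control for no effect and GW8510 at 10 µM for full effect; many of its hits are not listed in these tables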
PvdQ acylase: blocks Pseudomonas aeruginosa PvdQ acylase activity; hit rate 0.063% among 340,000; AID 488965; purified PvdQ acylase, fluorescence plate reader; inhibition, % at 10 µM; in the data active means inhibition above about 30%, passing the limit was not always enough;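 further: 0% = vehicle neutral wells and 100% = reference inhibitor wells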
NSD2 inh: blocks human histone methyltransferase NSD2 | O96028 | NSD2 peptide methylation, AlphaScreen, 120 min | inhibition, % at 12.5 µM | hit rate 0.54% among 310,000 | AID 743445; in the data active means inhibition above about 50%
MITF TRPM1 HTS: activators of MITF-driven TRPM1 promoter activity in SK-MEL-5 cells. SK-MEL-5 TRPM1-promoter luciferase, 24 h; % of positive control, neutral wells = 0. activation, % at 12.5 µM. hit rate 0.75% among 300,000. AID 588334;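 active means mean activation of at least 80% with every replicate also reaching 80%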;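 further: 0% = neutral control wells and 100% = parthenolide positive control wells; values of inactives mirror those of a sister screen read the other way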
Wnt bcat act: Wnt/beta-catenin pathway activation; Wnt/beta-catenin reporter cell assay, activator, plate reader; activation, % at 9.35 µM; hit rate 1.2% among 300,000; in the data active means activation above about 30%, passing the limit was not always enough;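 further: 0% = neutral control wells and 100% = positive control wells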
dFosB activator: activators of mouse delta FosB homodimer | P13346 | purified delta FosB, TAMRA-CDK5 oligo fluorescence polarization; percent of positive-control signal above neutral wells | activation, % at 25 µM | hit rate 0.99% among 340,000 | AID 493131;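 active means mean activation above about 17%, with every replicate also reaching it, limit read from the data, passing the limit was not always enough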;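 further: fluorescence polarization rise as delta FosB binds a TAMRA Cdk5 AP-1 oligo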
Target sequence (P13346 whole entry, looked up): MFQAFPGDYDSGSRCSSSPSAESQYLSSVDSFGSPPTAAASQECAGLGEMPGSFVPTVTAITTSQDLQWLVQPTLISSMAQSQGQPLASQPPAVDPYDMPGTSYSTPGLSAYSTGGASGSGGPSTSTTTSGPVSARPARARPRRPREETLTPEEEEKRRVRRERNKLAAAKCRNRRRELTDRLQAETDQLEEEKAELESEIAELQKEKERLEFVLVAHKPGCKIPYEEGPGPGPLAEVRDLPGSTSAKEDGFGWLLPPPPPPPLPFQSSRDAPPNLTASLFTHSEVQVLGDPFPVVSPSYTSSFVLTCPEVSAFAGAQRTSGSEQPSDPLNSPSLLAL
HTR5A inv ag: counter-screen for OPRM1-OPRD1 inverse agonists: human HTR5A inverse agonism; P47898; hit rate 0.083% among 340,000; inhibition, % at 9.3 µM; HTR5A cell line, luminescence; in the data active means inhibition mostly above about 23%, no sharp cut-off; inactive means mostly below about 18%;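 further: 0% = cells with DMSO and 100% = no-cell wells with DMSO; some compounds called inactive have numbers as strong as hits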
Target sequence (P47898 whole entry, looked up): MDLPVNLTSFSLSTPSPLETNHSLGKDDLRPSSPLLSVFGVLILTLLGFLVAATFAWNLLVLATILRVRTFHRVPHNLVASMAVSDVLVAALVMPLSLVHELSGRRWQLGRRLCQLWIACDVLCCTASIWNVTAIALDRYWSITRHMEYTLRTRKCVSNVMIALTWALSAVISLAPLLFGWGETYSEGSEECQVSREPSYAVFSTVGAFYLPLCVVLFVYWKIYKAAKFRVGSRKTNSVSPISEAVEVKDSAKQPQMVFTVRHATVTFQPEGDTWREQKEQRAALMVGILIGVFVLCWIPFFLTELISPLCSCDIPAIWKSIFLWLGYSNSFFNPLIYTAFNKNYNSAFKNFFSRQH
HTR5A ag: activates human HTR5A in OPRM1-OPRD1 agonist counter-screen; HTR5A agonist assay, luminescence, cell-based; activation, % at 9.3 µM; hit rate 0.61% among 340,000; AID 504692; in the data active means activation mostly above about 9.5%, no sharp cut-off; inactive means mostly below about 7.6%;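 further: 0% = cells with vehicle only and 100% = reference agonist; strong numbers were not always called active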
V-ATPase pH: regulators of yeast V-ATPase proton transport; S. cerevisiae, pHLuorin cytosolic pH fluorescence; hit rate 0.37% among 350,000; AID 504577; response, % at 10 µM; in the data active means response mostly above about 7.3%, no sharp cut-off; inactive means mostly below about 5.4%; further: actives read high; inactives centre near 0; some compounds called inactive have numbers as strong as hits; reference of the scale not given here
SR-BI HDL uptake: inhibitors of mouse SR-BI mediated HDL lipid uptake; Q61009; ldlA[mSR-BI] CHO cells, DiI-HDL uptake fluorescence, 3 h; inhibition, % at 12.5 µM; hit rate 0.96% among 320,000; AID 488896;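 active means mean replicate inhibition of at least 70% and a set share of replicates each scoring 70 or more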;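 further: 0% = median of neutral control wells and 100% = median of positive control wells; values of inactives mirror those of a sister screen read the other way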
* hit, by the source's call; / = no result given.

#	mol	CDK5 inh	PvdQ acylase	NSD2 inh	MITF TRPM1 HTS	Wnt bcat act	dFosB activator	HTR5A inv ag	HTR5A ag	V-ATPase pH	SR-BI HDL uptake
1	CC(=O)c1ccc(NC(=O)N[C@@H](Cc2ccccc2)C(=O)O)cc1	-5.2	-6	-2	-6	/	-15	2	-1	2	4
2	COc1cccc(C2C(C#N)=C(N)OC3=C2C(=O)CCC3)c1OC(=O)c1ccco1 (centres undefined)	-0.4	9	/	-6	/	3	4	1	-8	-5
3	S=c1[nH]c2cnccc2n1Cc1ccccc1	0.4	-7	-1	2	-2	-23	-2	1	4	-6
4	COc1ccccc1/C=C(\C#N)C(=O)c1cccn1C	0.9	3	7	0	9	-11	2	0	-1	-5
5	Fc1ccccc1CN1CCCC(NC2CCC2)C1 (centres undefined)	-6.5	-2	12	/	0	-3	8	-2	-1	4
6	Cc1ccc(-n2c(SCC(=O)NCc3cccs3)nnc2-c2ccoc2C)cc1	-0.4	-12	7	0	/	-6	-7	-4	-2	16
7	CC(=O)c1cccc(S(=O)(=O)N2CCC(C(=O)N(C)Cc3ccc(Cl)s3)CC2)c1	1.5	-11	-2	-2	-5	-6	-12	2	1	-14
8	COC(=O)c1c(NC(C)=O)sc2c1CCN(Cc1ccccc1)C2	-0.9	-13	/	/	3	-2	-18	6	6	9
9	CCOc1ccc(NCC(=O)N/N=C/C=C/c2ccccc2)cc1	0.4	-5	4	1	0	-6	-3	1	5	50
10	CC(=O)NCCc1nc2cc(NC(=O)COc3ccc(C)cc3)ccc2n1C	0.5	-10	8	8	3	-5	-27	-4	1	/
11	Cc1cc(C)n2nc(SCC(=O)NC3CCCC(C)C3C)nc2n1 (centres undefined)	-0.4	8	5	-19	0	-4	-8	2	-2	-9
12	O=C1C2CCCN2C(=O)N1CCN1CCN(CCO)CC1 (centres undefined)	0.4	-12	-3	-6	-1	0	2	0	-1	-41
13	CSc1ccc(C2NC(=O)CCC2[N+](=O)[O-])cc1 (centres undefined)	0.2	7	0	3	-1	3	-24	7	-2	9
14	Cc1sc2ncnc(N3CCC(C(=O)Oc4cccc(Cl)c4Cl)CC3)c2c1C	-0.5	-12	2	1	1	-3	-2	1	5	-1
15	O=C(CSc1cn(CCNC(=O)c2ccccc2F)c2ccccc12)NCC1CCCO1 (centres undefined)	0.8	-11	4	1	-1	-1	3	6	0	0
16	Cc1cc(NC(=O)/C=C/C(=O)N(CC(=O)NC2CCCC2)c2cccc3ccccc23)no1	-1.2	-17	-3	0	0	-8	3	-1	1	-17
17	CCc1cc2cc(C(=O)N3CCN(Cc4ccccc4)CC3)sc2s1	0.7	-4	-4	28	/	-3	-22	0	-2	/
18	COc1ccc(C2=NOC3(CC(=O)N(c4ccc(F)cc4)C3=O)C2)c(OC)c1 (centres undefined)	1.0	1	-3	-12	-2	-6	27	-4	5	-32
19	Cc1ccc(S(=O)(=O)Nc2ccc(C(=O)OCC(=O)N(CCC#N)c3ccccc3)cc2)cc1C	0.2	4	-1	0	2	1	8	1	-3	1
20	COc1cc(/C=C/c2ccc3c([N+](=O)[O-])cccc3n2)ccc1OCC(=O)O	0.0	-5	6	12	10	-1	-35	12	-2	-4
21	Cc1nn2c(NCc3cccnc3)c3c(nc2c1-c1ccccc1)CCC3	-8.8	-20	-1	/	0	-6	-20	2	0	17
22	Cc1cccc(C)c1NC(=O)CN(C)C(=O)C1CC1C (centres undefined)	0.1	-4	-1	2	-1	-2	-2	1	5	2
23	O=S(=O)(c1ccc(Cl)cc1)c1nc(-c2ccccc2F)oc1NCCN1CCOCC1	-0.1	-13	2	24	/	-13	15	2	2	12
24	CN1CCN(c2ccc(NC(=O)c3ccc(Br)o3)cc2)CC1	-1.9	-15	4	34	17	8	3	0	0	2
25	CCOc1ccc(C(=O)N(c2ccccn2)C2CCCCC2)cc1	0.7	-6	2	11	-2	-3	-27	-4	-2	5
26	Cc1cccc(-n2ccnc2SCC(=O)c2c(N)n(C3CC3)c(=O)[nH]c2=O)c1C	-1.2	-3	0	3	-7	2	-5	2	-3	-7
27	COc1cc(C2N3CC4(C)CN2CC(C)(C3)C4)ccc1O (centres undefined)	-1.8	-10	-5	3	-6	2	-11	4	-1	-31
28	CCOC(=O)c1cccc2c1-c1ccccc1/C2=N/O	-0.2	-11	0	-4	-3	-34	-13	1	-3	7
29	COc1ccc(N2C(=O)N3[C@H](c4ccc(Br)cc4)[C@@H]4C(=O)N(C(C)(C)C)C(=O)[C@@H]4[C@]3(Cc3ccccc3)C2=O)cc1	0.1	4	/	12	-2	4	3	-1	-1	-39
30	COc1ccc(S(=O)(=O)N(C)CC(=O)N2CCCC2)cc1	0.6	-9	-2	-4	-2	6	-4	2	12	/
31	CC1(C)CC=C(NNC(=O)c2cccnc2)C(=O)C1	0.8	1	31	1	-2	5	-6	3	1	6
32	COC(=O)C1C2C=CC3(CN(C(C)c4ccc(OC)cc4)C(=O)C13)O2 (centres undefined)	-1.5	-7	17	3	/	-6	12	1	0	-3
33	CCc1ccc(NC(=O)CCN2C(=O)c3cccnc3C2=O)cc1	-0.1	-11	3	-7	/	-5	-9	3	2	-4
34	COc1cccc(C(=S)N2CCCC2)c1OC	-0.4	-9	-3	/	0	-5	1	1	1	-20
35	CC1CN(C(=O)CCC(=O)NCc2ccccc2Cl)c2ccccc2S1 (centres undefined)	0.1	1	/	15	0	2	10	-4	-2	21
36	CCOC(=O)c1c(C)[nH]c(C)c1S(=O)(=O)N(C)CC(=O)NCc1cccc(C)c1	1.1	-10	/	-9	-1	-8	7	5	6	-2
37	CCCC(=O)Nc1ccc(Br)c(Cl)c1	0.5	0	-3	14	/	0	12	-4	-1	4
38	CCOc1ccccc1NC(=O)Nc1ccc(Br)cn1	-0.8	-15	-5	-5	-2	-5	11	-5	-1	-25
39	Cc1cccc(C)c1NC(=O)CNc1ccccc1	-2.7	-5	1	/	3	-1	-4	0	-1	11
40	COc1ccc2[nH]c(=O)c(C(c3nnnn3C3CCCC3)N3CCN(Cc4ccc5c(c4)OCO5)CC3)cc2c1 (centres undefined)	-0.8	-13	1	/	/	-8	-12	4	-3	-17
41	CC[C@]1(C(=O)OC)[C@H]2C(=O)N(C)C(=O)[C@H]2[C@H]2CN=C(SCc3ccc(C)cc3)N21	0.4	-18	/	-3	-1	-5	-14	4	2	-16
42	CC(=O)c1c[nH]c2ccc(C)cc2c1=O	0.3	-8	0	/	-3	-10	10	0	-2	6
43	CCOC(=O)c1nc(Nc2ccc(Nc3ccccc3)cc2)c2ccccc2n1	-1.5	-6	-3	14	-1	-4	-14	5	2	23
44	OCCC1CN(C2CSCCSC2)CCN1Cc1ccccc1 (centres undefined)	0.2	4	3	-4	-1	1	-1	0	-2	-27
45	CC(C)c1ccc(/C=N/NC(=O)c2nnn(-c3nonc3N)c2CSC2=NCCS2)cc1	0.4	0	1	12	/	1	3	-1	1	4
46	CCOC(=O)c1cccc(COC(=O)c2cccc(-c3nnc(-c4ccccc4)o3)c2)c1	0.9	-15	-3	-6	55*	-14	3	2	-4	8
47	CCOc1ccccc1NC(=O)CN(C)S(=O)(=O)c1ccc(OC)c(C)c1	0.9	-11	-6	2	/	-22	-15	1	-2	13
48	CCNC(=S)N1C2CCC1CC(NC(=O)Nc1ccc(C(=O)OCC)cc1)C2 (centres undefined)	-0.1	-17	11	-2	-1	-2	-10	4	0	24
49	COCCCNC(=S)N1CCN(c2nc3ccccc3s2)CC1	0.0	-7	1	14	2	-8	-13	-5	-1	-5
50	COc1ccccc1N1CCN(C(=O)Cc2c(C(=O)O)[nH]c3ccc(Cl)cc23)CC1	-1.4	-28	-2	0	1	3	-17	6	-2	-5
51	CCOC(=O)/C(C(N)=NC(C)C)=C(\O)c1ccccc1	0.8	-6	-1	/	-3	-6	-1	2	8	-50
52	CC1(C)N([O-])C2=C(c3ccccc3C2=O)[N+](=O)C1(C)C	0.5	19	3	-7	/	-7	16	-1	-5	-7
53	COc1ccc(CNC(=O)c2cccc(NC(=O)CC3SC(N4CCCCC4)=NC3=O)c2)cc1 (centres undefined)	1.5	17	-1	1	-3	-9	9	-2	-4	23
54	O=C(NCc1ccco1)C(=O)N1CCCC1	0.7	-12	5	-14	2	-10	0	1	1	/
55	Cc1ccc2c(C)c(C(=O)Nc3c(C)n(C)n(-c4ccccc4)c3=O)oc2c1	1.1	-2	-1	-16	/	-7	-7	2	0	39
56	O=C(NCCc1ccccc1)C1CCN(S(=O)(=O)c2cccs2)CC1	1.9	6	1	2	/	-2	-35	-2	1	-16
57	O=C(NCc1n[nH]c(=S)n1-c1ccc(Br)cc1)c1ccc(S(=O)(=O)N2CCCC2)cc1	1.5	-17	13	1	6	-3	3	-1	-2	-8
58	CCC1CCCCN1C(=O)c1sc2ncnc(N(CC)CC)c2c1C (centres undefined)	-0.2	-16	-1	-7	-7	2	7	0	-3	16
59	C=CCN1C(c2ccccc2)=CS/C1=C(/C#N)c1nnc(N2CCOCC2)n1-c1ccccc1	0.3	-2	2	-3	17	-4	13	-2	0	-31
60	COc1ccc(/C=N/OCC(=O)N=Nc2c(O)[nH]c3ccc(Br)cc23)cc1	2.1	5	-5	-5	/	-1	8	-3	-2	2
61	O=C(Nc1ccc(S(=O)(=O)N2CCCC2)cc1)c1ccc(Cl)nc1	-0.4	-9	10	-4	6	-4	1	-1	-5	13
62	COc1ccccc1C(=O)NC(C)C(c1cccs1)N1CCOCC1 (centres undefined)	-0.4	15	/	-14	-3	3	5	-1	0	5
63	Cc1nc2ncnn2c(C)c1Cc1cccc(C(F)(F)F)c1	0.5	12	/	2	-5	-1	2	-1	-2	9

An unsorted share of the library, and some 5% of all compounds hit somewhere here.
